# Furin inhibitor: blocks human furin protease activity | purified furin, fluorogenic substrate cleavage | inhibition, % at 30 µM | 220,000 tested, 0.061% active | AID 463115; in the data active = inhibition above about 25%; note: inactives centre near -15
# 14-3-3 Bad inh: disrupts binding of bovine 14-3-3 zeta to phospho-Bad peptide. P63103. TR-FRET 14-3-3zeta/Dy647-pBad peptide displacement, 1 h. inhibition, % at 21.7 µM. 220,000 tested, 0.71% active;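 active = inhibition above about 70%, limit read from the data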;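 note: 0% = full 14-3-3 plus peptide FRET controls and 100% = background without 14-3-3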
# KLK5 inh: kallikrein 5 (human) inhibition | AID 873 | recombinant hK5, fluorogenic AMC substrate cleavage | 210,000 tested, 0.59% active | inhibition, % at 5 µM | Q9Y337;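 active = inhibition of 40% or more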;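 note: 0% = enzyme controls without compound and 100% = no-enzyme blanks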
# KCC2 mod: modulates chloride dependent transport by human KCC2; AID 1456; 190,000 tested, 2.2% active; B-score of Tl+ flux slope (higher = more flux/activation; lower = inhibition) at 10 µM; KCC2 cells, thallium flux FluoZin-2 fluorescence; Q9H2X9;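 active = thallium flux slope and its plate-corrected score both differing from the plate sample mean at a set confidence after two filtering rounds, in either direction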;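 note: slope of fluorescence scaled to starting intensity during 10 to 20 s after thallium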
# Rad51 HR inh: blocks human Rad51 in homologous recombination. Q06609. hRad51 DNA strand exchange, fluorescence dequenching. inhibition, % at 10 µM. 200,000 tested, 0.085% active;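 active = inhibition above 40% at the single screening dose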;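 note: 0% = DMSO control wells and 100% = blanks with heterologous ssDNA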
#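 Assay system: Human Rad51 nucleoprotein filaments preassembled on unlabelled ssDNA | Reagent: Donor/quencher-labelled 47-bp dsDNA substrate | Doses: One concentration, 10 µM final | Times: 37 °C 15-min filament assembly, 30-min compound preincubation, 15-min exchange | Technique: Fluorescein emission 520 nm, excitation 485 nm | Benchmarks: Plate control and blank wells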
# Thrombin inh: inhibitors of human thrombin. 220,000 tested, 0.26% active. inhibition, % at 5 µM. alpha-thrombin, Boc-VPR-AMC fluorogenic substrate cleavage. P00734;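 active = inhibition at or above 40%; inactive = inhibition below 40%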;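 note: 0% = enzyme with no compound and 100% = wells without enzyme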
#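 System: Human alpha-thrombin protein | Medium: pH 7.5 Tris (50 mM) with NaCl 150 mM, Tween 20 0.05% | Times: Enzyme reaction carried out at room temperature | Detection: AMC fluorescence, 355/460 nm | Evaluation: Percent inhibition scaled between no-compound controls and no-enzyme blanks | Benchmarks: Enzyme without compound as high, wells lacking enzyme as low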
# eIF4E 4G PPI: eIF4E/eIF4G interaction inhibition in translation initiation | inhibition, % at 21.7 µM | TR-FRET eIF4E-eIF4GI(517-606) binding, 2 h | 220,000 tested, 0.37% active;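 note: 0% = full FRET control wells and 100% = background wells lacking eIF4GI fragment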
# Target sequence (P63073 whole entry, looked up, the tested form may be a part): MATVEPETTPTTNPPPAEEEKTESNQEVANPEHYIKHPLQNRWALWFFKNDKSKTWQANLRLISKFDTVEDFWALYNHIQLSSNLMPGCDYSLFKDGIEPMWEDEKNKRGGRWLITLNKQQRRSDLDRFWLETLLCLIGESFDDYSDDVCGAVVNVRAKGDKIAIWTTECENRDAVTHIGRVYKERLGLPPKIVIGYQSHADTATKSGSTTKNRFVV
# Target sequence (Q04637 whole entry, looked up, the tested form may be a part): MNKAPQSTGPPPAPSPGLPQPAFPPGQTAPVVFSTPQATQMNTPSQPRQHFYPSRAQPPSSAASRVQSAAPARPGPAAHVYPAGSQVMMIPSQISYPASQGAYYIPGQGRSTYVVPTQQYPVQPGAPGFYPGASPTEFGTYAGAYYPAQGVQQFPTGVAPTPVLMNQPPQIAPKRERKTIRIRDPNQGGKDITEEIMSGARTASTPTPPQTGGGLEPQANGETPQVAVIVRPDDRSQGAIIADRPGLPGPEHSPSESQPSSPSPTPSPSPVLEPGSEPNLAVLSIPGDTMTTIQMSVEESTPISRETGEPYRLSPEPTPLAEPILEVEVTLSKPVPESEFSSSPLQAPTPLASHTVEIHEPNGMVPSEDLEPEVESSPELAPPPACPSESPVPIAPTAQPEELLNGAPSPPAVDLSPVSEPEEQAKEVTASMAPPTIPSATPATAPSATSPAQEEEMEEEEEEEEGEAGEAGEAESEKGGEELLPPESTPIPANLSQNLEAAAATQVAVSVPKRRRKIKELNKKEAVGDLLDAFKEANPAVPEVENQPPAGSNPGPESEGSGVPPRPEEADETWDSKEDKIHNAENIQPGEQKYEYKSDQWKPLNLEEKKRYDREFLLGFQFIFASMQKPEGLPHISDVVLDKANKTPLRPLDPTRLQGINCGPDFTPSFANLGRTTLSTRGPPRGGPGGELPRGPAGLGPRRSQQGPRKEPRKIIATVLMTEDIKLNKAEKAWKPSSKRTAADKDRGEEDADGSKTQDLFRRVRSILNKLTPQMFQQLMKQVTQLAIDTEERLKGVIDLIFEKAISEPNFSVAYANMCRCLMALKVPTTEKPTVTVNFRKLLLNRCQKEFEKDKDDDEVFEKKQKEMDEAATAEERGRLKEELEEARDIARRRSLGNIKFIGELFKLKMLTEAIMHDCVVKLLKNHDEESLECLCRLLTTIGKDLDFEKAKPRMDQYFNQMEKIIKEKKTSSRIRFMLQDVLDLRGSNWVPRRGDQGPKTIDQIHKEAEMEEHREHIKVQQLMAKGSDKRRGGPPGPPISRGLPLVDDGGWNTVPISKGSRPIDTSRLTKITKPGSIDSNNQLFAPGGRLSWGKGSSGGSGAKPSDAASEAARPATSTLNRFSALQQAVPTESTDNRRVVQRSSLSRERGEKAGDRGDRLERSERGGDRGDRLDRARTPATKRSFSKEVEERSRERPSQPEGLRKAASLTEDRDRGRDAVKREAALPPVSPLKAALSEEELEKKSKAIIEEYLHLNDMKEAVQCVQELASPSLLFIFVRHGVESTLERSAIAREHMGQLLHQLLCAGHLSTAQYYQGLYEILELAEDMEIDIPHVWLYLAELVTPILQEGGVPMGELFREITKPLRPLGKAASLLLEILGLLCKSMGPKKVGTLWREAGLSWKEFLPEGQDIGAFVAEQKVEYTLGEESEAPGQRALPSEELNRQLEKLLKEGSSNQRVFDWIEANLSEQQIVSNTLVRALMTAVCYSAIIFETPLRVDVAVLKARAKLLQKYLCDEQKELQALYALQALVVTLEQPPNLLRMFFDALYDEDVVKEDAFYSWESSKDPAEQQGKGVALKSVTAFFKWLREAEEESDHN
# EBV gp42 inh: blocks Epstein-Barr virus glycoprotein 42 binding | Fluorescence polarization binding assay, mP read-out | AID 1085 | Q1HVG2 | inhibition, % (tested at 21.74 µM) | 220,000 tested, 0.42% active; in the data active = inhibition above about 50%
# NCF1 inh: blocks human p47phox regulatory protein of NADPH oxidases; P14598; p47phox/p22phox peptide binding, fluorescence polarization, 2 h; inhibition, % at 24.7 µM; 220,000 tested, 0.53% active;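 note: 0% = p47phox with labelled peptide and 100% = labelled peptide alone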
# * = called active by the depositor; . = not tested or not shown; [ ] = remark or other dose.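 Rule for the calls, unless noted: active = inhibition above about 30% (limit read from the data); inactive = the rest.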 Compounds as they come. About 4.7% of those tested had a hit in this group.
SMILES,Furin inhibitor,14-3-3 Bad inh,KLK5 inh,KCC2 mod,Rad51 HR inh,Thrombin inh,eIF4E 4G PPI,EBV gp42 inh,NCF1 inh
CCOC(=O)NC(NCc1cccc(C(F)(F)F)c1)(C(F)(F)F)C(F)(F)F,-22,2,-9,0.15,2,-2,22,-20,-10
O=C(NCc1ccccc1)C1=C[C@H](C2CC2)C[C@H](OCCCCO)O1,-29,-1,2,-0.89,-11,0,-3,-6,-8
Cn1c(C(C(=O)NCC2CCCO2)N(C(=O)Cn2nnc3ccccc32)C2CCCCC2)nc2ccccc21 (stereo not drawn),-12[20 µM],2,-10,0.088,1,-3,-10,-9,-6
CC(C)C1=NN(C(=O)c2ccccc2)C(O)(C(C)(C)C)C1 (stereo not drawn),-19[20 µM],4,-30,1.2,.,-3,4,-16,-9
COCCc1nnc(NC(=O)C(C)C)s1,-24,-1,4,-1,.,-3,-2,-9,1
Cn1c(N)c(C(=O)NCc2ccccc2)sc1=S,-21,3,-14,-0.72,-6,-4,1,4,-14
c1ccc2sc(-c3ccc4c(c3)OCO4)nc2c1,-22,24,-20,-0.32,13,-3,9,-18,-1
CC1S/C(=N/N=C2CCCCC2)NC1=O (stereo not drawn),-19,-16,-18,1.5,5,-4,15,3,-6
Clc1ccc(CN=C2Nc3ccccc3CS2)cc1,-18,8,-5,-0.24,-1,3,-4,-4,-17
CCOc1cccc2sc(N(CCN(CC)CC)C(=O)c3ccc(S(=O)(=O)N4CCCCC4)cc3)nc12,-11,-10,0,-0.17,1,-12,-1,9,0
Cc1ccc2[nH]c(=O)c(CN(CC3CCCO3)C(=S)NCc3ccco3)cc2c1 (stereo not drawn),-12,1,-6,-0.015,.,-4,0[fluorescence artefact?],9,-5
CN1/C(=C\C(=O)C[n+]2ccc3ccccc3c2)C(C)(C)c2ccccc21,-11,-9,-5,0.38,0,-8,-3,-12,-55
COc1ccc(CCNC(=O)[C@@H](NC(N)=O)C(C)C)cc1,7,6,-9,0.091,-3,-14,3,-17,3
Cn1ccnc1SCCNC(=O)CCc1nnc(CCc2ccccc2)o1,-19,-8,1,0.43,-101,-3,2,-5,0
CCCCCCCc1ccc(C2NC(=S)NC3=C2C(=O)c2ccccc23)cc1 (stereo not drawn),-26,7,7,.,11,3,-2,-18,-57
Cc1ccc(-c2c[n+](CC(=O)Nc3nc(-c4ccc(F)cc4)cs3)c3n2CCC3)cc1,-9,15,49*,-3.3,0,21,8,3,12
CCC(C)NC(=O)c1cc2cc3ccc(OC)cc3nc2s1 (stereo not drawn),-34[20 µM],4,-83,-1.1,1,-7,4,-2,3
Cc1ccc(S(=O)(=O)Cc2cccc(C(=O)N3CCOCC3)c2)cc1,-16[20 µM],-2,-2,-0.7,3,-7,-1,-3,8
Cc1cccnc1NC1OC(=O)c2ccccc21 (stereo not drawn),-12[20 µM],1,-27,1.5,-8,1,-3,-9,-12
Cc1ccccc1CNC1CCCCC1,-22,-5,-17,-0.0095,.,-4,-2,-11,-4
CCOC(=O)c1c(C)nc2sc3c(=O)n(-c4ccc(C(C)=O)cc4)cnc3c2c1-c1ccc(Cl)cc1,-11[20 µM],11,-9,-0.78,-1,2,-3,9,-13
COc1ccc(C/C(N)=N/OC(=O)Cc2ccccc2)cc1OC,-21,1,-9,.,-6,-7,-9[fluorescence artefact?],-23,115*
O=[N+]([O-])c1ccc2c(c1)S(=O)c1ccccc1-2 (stereo not drawn),0,16,1,0.18,11,-5,6,-5,5
Cc1cc(=O)oc2c3c4c(cc12)OCCN4CCC3,-38[20 µM],-6[fluorescence artefact?],-48,-1.4,-24,-19,0,65*,3

# Reprinted at random: 5 entries already listed, in no set order.
SMILES,Furin inhibitor,14-3-3 Bad inh,KLK5 inh,KCC2 mod,Rad51 HR inh,Thrombin inh,eIF4E 4G PPI,EBV gp42 inh,NCF1 inh
COc1ccc(C/C(N)=N/OC(=O)Cc2ccccc2)cc1OC,-21,1,-9,.,-6,-7,-9[fluorescence artefact?],-23,115*
CCCCCCCc1ccc(C2NC(=S)NC3=C2C(=O)c2ccccc23)cc1 (stereo not drawn),-26,7,7,.,11,3,-2,-18,-57
Cn1ccnc1SCCNC(=O)CCc1nnc(CCc2ccccc2)o1,-19,-8,1,0.43,-101,-3,2,-5,0
CCOC(=O)c1c(C)nc2sc3c(=O)n(-c4ccc(C(C)=O)cc4)cnc3c2c1-c1ccc(Cl)cc1,-11[20 µM],11,-9,-0.78,-1,2,-3,9,-13
Cc1ccccc1CNC1CCCCC1,-22,-5,-17,-0.0095,.,-4,-2,-11,-4

# Further compounds follow.
SMILES,Furin inhibitor,14-3-3 Bad inh,KLK5 inh,KCC2 mod,Rad51 HR inh,Thrombin inh,eIF4E 4G PPI,EBV gp42 inh,NCF1 inh
O=C(O)C1C2C=CC(C2)C1C(=O)NCc1cccnc1 (stereo not drawn),13[20 µM],-8[fluorescence artefact?],0,.,2,0,4,-16,-9
CN1C(=O)/C(=C2\SC(=S)N(CC3CCCO3)C2=O)c2ccccc21 (stereo not drawn),-19,-13[fluorescence artefact?],-36,0.59,-1,-4,-16,-20,0
CCOCCCNC(=O)CCNC(=O)c1cc(OC)c(OC)c(OC)c1,-34,6[fluorescence artefact?],2,0.41,-1,-4,0,-19,-3
COc1ccc(C(=O)CC(=O)O)c2c1C=CC(C)(C)O2,-4,0,6,1,-1,7,7,-16,-3
COc1ccc(CCNC(=O)C(=O)Nc2nccs2)cc1OC,-9[20 µM],30,-15,-0.27,-9,3,11,5,-8
Cn1c(SCC(=O)NNC(=O)c2ccc(Br)cc2)nnc1-c1cccnc1,-19,-6,-22,0.65,12,6,-3,6,-1
CN1CCN(S(=O)(=O)c2cccc(C(=O)Nc3nccs3)c2)CC1,-6,-11,-4,-0.0064,.,-14,-2,-8,7
CCc1cccc(CC)c1NC(=O)COC(=O)c1ccccc1-c1nc2ccccc2s1,-14,0,-2,-0.52,4,-4,0,-21,3
Cc1cc2c(c(SCC(=O)N(C)c3ccccc3)n1)C(=O)OC2,-29,9,16,.,6,-3,-3,28,12
CCCCNC(=O)Cn1c(=O)oc2cc(S(=O)(=O)N3CC(C)CC(C)C3)ccc21 (stereo not drawn),-30,3,1,.,-8,-2,4,-14,-19
COc1ccccc1C1=NOC(COC(=O)c2ccc3ccccc3n2)C1 (stereo not drawn),9[20 µM],10,-9,.,3,-4,-7,-9,1
O=C(Cc1ccc(-n2c(=O)[nH]c3ccccc3c2=O)cc1)N1CCN(c2cccc(Cl)c2)CC1,-10[20 µM],-4,-19,-1.5,-2,-1,-9,-17,-11
Cc1ccc(/C=C/C(=O)NCCCN2CCN(CCCNC(=O)/C=C/c3ccc(C)o3)CC2)o1,-2,-1[fluorescence artefact?],23,0.11,34,27,-4,0,0
CCc1ccccc1NC(=O)CSc1nc2n[nH]c(C)c2c(=N)n1-c1ccc(OC)cc1,-24,-8,-2,-0.15,-6,-1,1,-4,-13
CC1CCCCC1NC(=O)c1cncc(Br)c1 (stereo not drawn),-14,2[fluorescence artefact?],-13,0.045,2,-1,0[fluorescence artefact?],-15,1
CSc1nc(SC)c2c3c(oc2n1)COC(C)(C)C3,-19,8,-30,-0.17,.,2,1,-14,-12
CN(C)C(=S)SCC(=O)NC(=O)NC(C)(C)C,-14,-3,7,0.0055,8,-1,-6,-9,-1
O=C(NCC1CCCO1)c1cc2c(s1)CS(=O)(=O)C2 (stereo not drawn),-18,-4,31,1.2,5,26,-9,-16,-7
Cc1cccc(NC(=O)c2ccc(OCC(=O)NCc3ccccc3)cc2)c1C,-19[20 µM],-7,-1,.,-3,3,-5,-21,-8
Cn1c(Cn2nnc3ccccc32)nnc1SCC(=O)N1c2ccccc2Sc2ccccc21,-4,3,-16,-0.079,6,1,-1,-15,-4
CC(=O)c1cc(-c2ccccc2)n(CC(=O)NC2CCCCC2)c1C,-16,5,38,0.34,-4,28,2,-2,-5
Cc1nc(-c2cccnc2)sc1C(=O)Nc1ccc(C(F)(F)F)cc1,-26[20 µM],-7,24,.,1,-3,5,8,-11
N#C/C(=C(/O)c1cccs1)c1nc2ccccc2[nH]1,-8,-3,-8,-0.29,6,-3,8,6,-1
CC(=O)NC1(C(F)(F)F)N=C2SCCN2C1=O (stereo not drawn),-9[20 µM],5[fluorescence artefact?],3,.,-4,2,0,-5,-3
COC(=O)CCCC1=CC2=CC(=O)C(C)(OC(=O)c3cccs3)C(=O)C2=CN1c1cccc(C#N)c1 (stereo not drawn),-16,-5,3,-0.46,-21,-2,-8,78*,6
COc1ccc(S(=O)(=O)N2CCN(CC(=O)Nc3cc(C(F)(F)F)ccc3Cl)CC2)cc1,-1,-3[fluorescence artefact?],5,0.44,15,-4,1,-7,-2
COc1ccc(NS(=O)(=O)c2ccc3oc(=S)[nH]c3c2)cc1,-20,-4,9,-0.1,7,-4,-4,0,-7
Cc1cc(C(F)(F)F)nc(SCc2ccc(C(=O)O)o2)n1,-16,0,-17,.,5,-3,1[fluorescence artefact?],-14,-27
CC(C)Cc1nnc(NC(=O)CCC(=O)N2CCOCC2)s1,-11[20 µM],-9,-23,-0.1,1,1,-3,-15,-7
Cc1ccc(-n2c(C)cc3c2CCCC3=O)cc1,-12[20 µM],-7[fluorescence artefact?],-5,0.7,0,4,-1[fluorescence artefact?],-17,-9
CCCNC(=O)C12CCC(C)(c3nc4cc(C)c(C)cc4nc31)C2(C)C (stereo not drawn),-16,5,-5,-0.3,2,-14,4,-6,1
O=C(c1ccccc1)N1CCCCC(Cl)C1=O (stereo not drawn),-27,-11,-3,0.99,-6,-28,2,-14,-8
CCC1NC(=S)N(C2CCCCC2)C1=O (stereo not drawn),-29[20 µM],-14,-23,.,-9,2,-7,-1,1
CCCn1nnc(NC(=O)/C=C/c2ccc(C(C)C)cc2)n1,-12,-3,0,0.33,-16,-4,-1,-11,-3
O=C(c1ccc2snnc2c1)N1CCCC1,-19,2[fluorescence artefact?],-29,1.2,0,-6,-2,-5,-10
CC(C)Cn1c(CNC(=O)c2ccccc2)nc2ccccc21,-23,3[fluorescence artefact?],17,.,-3,6,1[fluorescence artefact?],0,-6
COc1ccccc1NC(=O)C1=C(C)Nc2nc(-c3ccccc3)nn2C1c1ccccn1 (stereo not drawn),-17[20 µM],0,3,.,6,-22,5,-17,-17
CCSc1nnc([C@H](C)NC(=O)OC(C)(C)C)o1,-18,-9,3,0.31,0,-6,7,-9,-9
Cc1cnc(NC(=O)COc2ccccc2Cl)s1,-17,-10,3,-1.1,-2,18,1,6,-7
O=C(NC1(C(F)(F)F)C(=O)Nc2c1c(=O)[nH]c(=O)n2Cc1ccccc1)c1ccc(Cl)cc1 (stereo not drawn),-5[20 µM],18[fluorescence artefact?],-11,-0.058,0,0,0,-17,-6
CCOc1cc(N2CCOCC2)c(OCC)cc1NC(C)C(=O)N1CCN(CC)CC1 (stereo not drawn),-28,16,3,1.6,2,-3,-5,-22,67*
CCCOc1ccc(N2C(=O)CC(N(Cc3ccco3)C(C)=O)C2=O)cc1 (stereo not drawn),-27,-6,4,.,-1,0,1,-8,-5
O=C(O)C1CC=CCC1C(=O)Nc1ccc(F)c(F)c1 (stereo not drawn),-26[20 µM],-1,-9,.,1,3,1,-15,-13
COc1ccc(NC(=O)Nc2sc(=S)n(C)c2C)cc1,-10,-3,0,-1,5,-3,0,-10,-7

# Screening data (PubChem BioAssay)
